RMI FANCM FP: blocks RMI1/RMI2 complex binding to FANCM MM2 peptide; Fluorescence polarization, RMI core complex with F-MM2 peptide; active compounds read low; FP signal (polarization) at 33 µM; hit rate 0.58% among 70,000; AID 1159607; in the data active means FP signal below about 40; further: inactives centre near 61; strong numbers were not always called active; unit not given here
Starred values were filed as active, the others as inactive; & = joins results of further samples. Not all compounds are listed; count on the stated rates, not on these rows.

Start of the listing, in advance:
RMI FANCM FP,SMILES
55,O=C(O)CNc1c([N+](=O)[O-])cc(C(F)(F)F)cc1[N+](=O)[O-]
69,Cc1nc(SCC(=O)N2CCC(C)CC2)c2ccsc2n1
62,COc1ccc(C)cc1NC(=O)C1(c2cccs2)CCCC1
65,CN1C(=O)c2ccc(NC(=O)CS(=O)(=O)c3ccc(Cl)cc3)cc2C1=O

Main list, from the start:
RMI FANCM FP,SMILES
55,O=C(O)CNc1c([N+](=O)[O-])cc(C(F)(F)F)cc1[N+](=O)[O-]
69,Cc1nc(SCC(=O)N2CCC(C)CC2)c2ccsc2n1
62,COc1ccc(C)cc1NC(=O)C1(c2cccs2)CCCC1
65,CN1C(=O)c2ccc(NC(=O)CS(=O)(=O)c3ccc(Cl)cc3)cc2C1=O
55,O=C(NC(=O)N1CCSC1)c1c(F)cccc1Cl
59,CC(=O)c1c(Nc2cccc(Cl)c2)oc(C)cc1=O
60,CCC1SC(CC)C(=O)N(CC(=O)Nc2cc(OC)ccc2OC)C1=O (configuration not stated)
60,O=C(Cc1ccc(F)cc1)NCCCS(=O)(=O)N1CCN(c2ccccn2)CC1
60,C[C@H]1C[C@H]2[C@@H]3CCC4=CC(=O)C=C[C@]4(C)[C@@]3(F)[C@@H](O)C[C@]2(C)[C@@]1(O)C(=O)CO
60,CC(=O)Nc1ccc(S(=O)(=O)Nc2ccc(S(=O)(=O)Nc3nc(C)cc(C)n3)cc2)cc1Cl
65,O=c1oc2ccccc2c(O)c1C=Nc1cccc([N+](=O)[O-])c1
64,CC(CCC(=O)O)[C@H]1CCC2C3C(=O)C[C@@H]4CC(=O)CC[C@]4(C)C3CC(=O)[C@@]21C (some centres not stated)
58,Cn1c(=O)c2ccccc2[s+]1-c1cccc2cccc(C(=O)O)c12 (configuration not stated)
65,Oc1ccc(C2C=CCC2)cc1 (configuration not stated)
71,Cc1ccc(C)c(CC(=O)Nc2nc3ccc4nc(C)sc4c3s2)c1
70,O=c1[nH]nc(-c2ccco2)c2sc(N3CCCC3)nc12
57,O=c1cc(-c2ccc3c(c2)OCO3)oc2ccccc12
62,COc1ccc(/C=C/C(=O)N2CCN(CCN3C(=O)c4cccc5cccc(c45)C3=O)CC2)cc1
95,NC(=O)c1nc(-c2cccc(Br)c2)nc2c1[nH]c(=O)n2-c1ccc(Cl)c(Cl)c1
101,CCOC(=O)c1c(NC(=O)c2cccc(-n3cnnn3)c2)sc(C)c1C
71,COc1ccc(S(=O)(=O)Nc2ccc3c(c2)N(C(=O)c2ccccc2)CCC3)cc1Cl
62,CC(C)N(C(=O)Cn1nc(-c2cccs2)c2sc(N3CCCC3)nc2c1=O)c1ccccc1
59,COC(=O)c1ccsc1NC(=O)CN1CCN(S(=O)(=O)c2ccc(Cl)cc2)CC1
162,CSc1nn(CC(=O)NCc2ccc3c(c2)OCO3)c(N)c1-c1nc(-c2ccc(Cl)cc2)no1
59,CC(CCC(=O)N=Nc1c(O)[nH]c2ccc(Cl)cc12)C1CCC2C3C(O)CC4CC(O)CCC4(C)C3CCC12C (configuration not stated)
55,COc1cc(C(C#N)N2CCOCC2)cc(OC)c1OC (configuration not stated)
67,CS(=O)(=O)c1ccc(Cc2nnc(NC(=O)C3CCN(S(C)(=O)=O)CC3)o2)cc1
63,Cc1ccc(NCC(O)COc2cc(C)ccc2C(C)C)cc1 (configuration not stated)
67,CC1(C)CC(NS(=O)(=O)c2cc([N+](=O)[O-])ccc2Cl)CC(C)(C)N1
62,O=C(COc1ccccc1[N+](=O)[O-])Nc1ccc2c(c1)OCO2
73,Cc1ccc2sc(N(Cc3ccncc3)C(=O)Cc3ccc(F)cc3)nc2c1C
74,CCC(C(=O)Nc1c(C(=O)Nc2cccc(F)c2)oc2ccccc12)c1ccccc1 (configuration not stated)
53,CN(C)CC1COC(=O)C1=O (configuration not stated)
51,COC(=O)c1cccc(CSC(=S)N2CCCC2)c1
65,CCCN(CCC)S(=O)(=O)c1ccc(C(=O)NNC(=O)c2sc3ccccc3c2Cl)cc1
65,COc1ccc(-c2cc(=O)n(CC(=O)Nc3ncccc3C)cn2)cc1
53,COc1ccc(NS(=O)(=O)c2ccc(Cl)cc2)c(OC)n1
59,CC1(CC(=O)O)C(=O)N=C2C=CC=CN21 (configuration not stated)
65,COc1ccccc1NC(=O)CNS(=O)(=O)c1cc(C)ccc1C
75,CCOc1ccc2nc(N(CCN(C)C)C(=O)c3ccc(S(=O)(=O)N4CCC(C)CC4)cc3)sc2c1
51,Oc1cc(O)cc(/C=C/c2ccc(O)c(O)c2)c1
62,O=C(COc1ccccc1F)Nc1ccc2c(c1)C(=O)NCCO2
55,O=[N+]([O-])c1ccc(NCc2ccco2)c([N+](=O)[O-])c1
84,O=C(Nc1nc(-c2ccccn2)cs1)c1ccc2ncsc2c1
59,COc1ccc(Cl)cc1NC(=O)c1n[nH]c2ccccc12
62,COc1cccc2sc(NC(=O)c3cc([N+](=O)[O-])cc([N+](=O)[O-])c3)nc12
61,COc1ccc(-c2c[nH]c(=S)n2Cc2ccco2)cc1
59,O=C(CSc1nnc(-c2c[nH]c3ccccc23)n1-c1ccc(F)cc1)Nc1ccc2c(c1)OCCO2
97,CN(C)CCCN(C(=O)c1cc(-c2cccs2)nc2ccccc12)c1nc2c(F)cccc2s1
59,Cc1cccc(S(=O)(=O)NCCc2csc3nc(-c4cccs4)nn23)c1
49,O=C(Nc1cccc(Cl)c1)c1cc(O)cc(O)c1
61,COc1cccc(CSc2nc(CC(=O)Nc3ccc(F)c(F)c3)cc(=O)[nH]2)c1
61,Cc1ccc(CNC(=O)CCc2csc(NC(=O)c3ccc[nH]c3=O)n2)cc1
66,Cc1cc(NC(=O)C(=O)NCCN2CCN(c3ccccc3F)CC2)no1
47,CCOC(=O)c1nsc(/C(C)=N\Nc2ccccc2)c1N
64,CN(C)C(=O)CSc1nc(N)cc(=O)[nH]1

Other entries follow.
RMI FANCM FP,SMILES
69,CCOC(=O)c1ccc(NC(=O)COc2cccc3c2CCN(Cc2cccnc2)C3=O)cc1
66,CCC(=O)Nc1ccc(SCc2ccccn2)nn1
67,CCCCCn1c(SCc2nc(-c3cccc(C)c3)no2)nc2ccsc2c1=O
56,Cc1nnc(SCC(=O)N2CCN(c3ccccc3)CC2)n(N)c1=O
51,N#CC1=C(N)Oc2c(oc(CO)cc2=O)C12C(=O)NC1C=CC=CC12 (configuration not stated)
59,COc1ccc(CCn2c(=S)[nH]c3cc(C(=O)NCc4ccccn4)ccc3c2=O)cc1OC
65,Cc1ccc(-n2c(=S)sc3c(=O)n(C)c(SCC(=O)Nc4ccc(C)c(F)c4)nc32)cc1
57,CCC(C)NC(=O)c1cnc2ccc(C)cn2c1=O (configuration not stated)
63,COc1ccc(-c2c[nH]c(=S)n2-c2ccc(C)cc2)cc1
63,Nc1ncnc(NC2CCS(=O)(=O)C2)c1[N+](=O)[O-] (configuration not stated)
59,O=C(Cc1cccc2ccccc12)NN1C(=O)/C(=C\c2ccccn2)SC1=S
70,Cc1ccc(C)c(CSC2=NCCN2C(=O)C23CC4CC(CC(C4)C2)C3)c1
66,CNC(=O)c1ccsc1NC(=O)CSC(C)=O
67,COC(=O)CCc1c(C)nn(-c2nc(C)cc(=O)[nH]2)c1C
66,C[C@@H]1CC2C3C[C@H](F)C4=CC(=O)C=C[C@]4(C)[C@@]3(F)[C@@H](O)C[C@]2(C)[C@@]1(O)C(=O)CO (some centres not stated)
75,Cc1ccc2nc(N(CCN(C)C)C(=O)C3=COCCO3)sc2c1
82,Cc1n(CC(=O)c2ccc(Br)cc2)c2ccccc2[n+]1C
53,O=S1(=O)CCN(Cc2cccs2)CC1
57&59,O=c1[nH]nc(-c2ccccc2)c2ccccc12
-27*,COCCN1CCCc2ccc(NS(=O)(=O)Cc3ccc(Cl)cc3)cc21
53,C[C@]12C=C(C#N)C[C@@]1(C)C=C(C#N)C2
61,CCOC(=O)C(=CNNS(=O)(=O)c1cc(C(F)(F)F)cc(C(F)(F)F)c1)C(=O)OCC
53,O=C(NCCS(=O)(=O)NCCC1=CCCCC1)c1ccccc1
68,CCOC(=O)c1ccc(OCC2c3cc(OC)c(OC)cc3CCN2C(=O)Nc2ccc(Cl)cc2)cc1 (configuration not stated)
58,Cc1cc(C)n(-c2ccc(C(=O)O)cc2)n1
57,CCOC(=O)C1=C(C)N(c2ccc(F)cc2)C(=O)C1CC(=O)Nc1ccc(C(=O)OCC)cc1 (configuration not stated)
57,O=C(CSCC(=O)Nc1ccc(OC(F)(F)F)cc1)N/N=C\c1ccc(Cl)cc1
59,OC(COc1ccc(Br)cc1)Cn1c(SCc2ccccc2)nc2ccccc21 (configuration not stated)
56,Cc1ccc(NC(=O)c2cc(S(=O)(=O)N3CCN(c4cccc(C)c4C)CC3)ccc2F)cc1
57,O=C(Cc1ccc(F)cc1)Nc1nc(-c2ccc(Cl)s2)cs1
59,CCC(C(=O)Nc1c2c(nn1-c1ccc([N+](=O)[O-])cc1)CSC2)c1ccccc1 (configuration not stated)
54,OC(COc1ccc(Cl)c(Cl)c1)CN1CCC(Nc2nccc(C(F)(F)F)n2)CC1 (configuration not stated)
60,OC(CNc1ccc(Br)cc1)Cn1c2ccc(Cl)cc2c2cc(Cl)ccc21 (configuration not stated)
51,Cc1cc(C(=O)NNC(=O)c2cc(OCC(F)(F)F)ccc2OCC(F)(F)F)no1
104,O=[N+]([O-])c1ccc(-c2ccc(-c3nnc(-c4ccco4)o3)o2)c(Cl)c1
61,CCC(=O)Nc1ccc(S(=O)(=O)NC(C)(C)C)cc1
50,CCCOc1ccc(N2C(=O)CC(N(C(=O)c3ccco3)c3ccc(OCCC)cc3)C2=O)cc1 (configuration not stated)
67,O=C1Cc2c([nH]c3ccc(Br)cc23)-c2ccccc2N1
49,CCOC(=O)c1cn(CC(=O)NN)nc1C(F)(F)F
59,Oc1ccc2ccccc2c1N=Nc1ccccn1
68,Cc1ccc2nc(C)c(NC(=O)C(C)Oc3ccc4c(c3)OCO4)c(=O)n2c1 (configuration not stated)
76,CCc1ccc2nc(NCCN(C)C)sc2c1
53,C[C@@H]1O[C@@H](O[C@H]2[C@@H](Oc3cc(O)c4c(c3)O[C@H](c3ccc(O)cc3)CC4=O)O[C@H](CO)[C@@H](O)[C@@H]2O)[C@H](O)[C@H](O)[C@H]1O
59,CC(C)NC(=O)C1C(C=C(Cl)Cl)C1(C)C (configuration not stated)
59,Cc1ccc(NCN2C(=O)CCC2=O)nc1
65,CN1C(=O)C(C)(C)COc2ccc(NC(=O)Oc3ccccc3)cc21
59,Brc1csc(C2SCCS2)c1
73,O=c1[nH]nc(SCc2ccccc2F)n2nc(-c3cccs3)cc12
54,O=C(O)c1ccc2cc[nH]c2c1
69,COc1ccc2nc(N(CCN(C)C)C(=O)c3ccc(S(=O)(=O)N4CC(C)OC(C)C4)cc3)sc2c1 (configuration not stated)
59,O=C(NCc1nnnn1-c1cccc(F)c1)c1c(F)cccc1Cl
62,Cc1csc(CN2CCN(C(=O)c3ccc(C(C)(C)C)cc3)CC2)n1
66,CC(Oc1ccc(Br)cc1)c1nn2c(=O)c3ccccc3nc2n1N (configuration not stated)
68,COc1ccc(N2CCN(C(=O)C(=O)c3cn(CC(=O)N4CCCC4)c4ccccc34)CC2)cc1
59,Cc1nnc(C2CCCN(C(=O)/C=C\c3ccccc3)C2)s1 (configuration not stated)
62,CCOC(=O)N/N=C(\CN1C(=O)c2ccccc2C1=O)c1ccc(C(F)(F)F)cc1

More results:
RMI FANCM FP,SMILES
64,NS(=O)(=O)c1ccc2nc(NC(=O)/C=C/c3ccc([N+](=O)[O-])cc3)sc2c1
72,COc1ccc(N2CCN(CC(O)COc3c(F)cc(Br)cc3F)CC2)cc1 (configuration not stated)
71,O=C(NCCOc1ccc2nnc(-c3ccccc3)n2n1)NC1CCCCC1
55,Nc1[nH]nc2nc(N3CCOCC3)nc(-c3ccccc3)c12
60,CC(C)(C)C(=O)NC(=S)Nc1ccc(C(F)(F)F)cc1
70,CCOc1ccc(NC(=S)NC(=O)Cc2ccccc2)cc1
52,COc1ccc(Nc2nc(Nc3cc(C)cc(C)c3)nc(N3CCOCC3)n2)cc1OC
70,CNC(=O)c1c(NC(=O)c2cc(Cl)ccc2[N+](=O)[O-])sc2c1CCC2

Reformatted: entries from further up
> CCOc1ccc(NC(=S)NC(=O)Cc2ccccc2)cc1
  RMI FANCM FP: 70

> COc1ccc(Nc2nc(Nc3cc(C)cc(C)c3)nc(N3CCOCC3)n2)cc1OC
  RMI FANCM FP: 52

> CNC(=O)c1c(NC(=O)c2cc(Cl)ccc2[N+](=O)[O-])sc2c1CCC2
  RMI FANCM FP: 70

> CC(C)(C)C(=O)NC(=S)Nc1ccc(C(F)(F)F)cc1
  RMI FANCM FP: 60

Continuation.
RMI FANCM FP,SMILES
108,CSc1ccc(-c2noc(-c3cn[nH]c3-c3ccccc3)n2)cc1
66,CCn1ccc(C(=O)Nc2nc(-c3ccc(OC)c(C)c3)cs2)n1
81,CS(=O)(=O)N1CCCC(C(=O)Nc2nc3c(Cl)ccc(Cl)c3s2)C1 (configuration not stated)
41,Cc1c(N=NC(C(=O)Nc2c(Cl)cccc2Cl)=C(O)c2ccccc2)c(=O)n(-c2ccccc2)n1C
60,CSc1cccc(C(=O)N(CCn2cccn2)c2nc3c(Cl)cccc3s2)c1

Screens (PubChem)
